ST2 IL33 inh: inhibitors of human ST2 (IL1RL1) binding to IL-33, primary screen, biochemical, AlphaLISA. 2.3% of 78,000 active. Interleukin-1 receptor-like 1 (Homo sapiens), Q01638. AlphaLISA ST2-Fc/biotin-IL-33 interaction, 1 h. inhibition, % for hits at 17 µM; in the data active = inhibition above about 30%; inconclusive = mostly about 10% to 28%
Target sequence (Q01638 whole entry, looked up): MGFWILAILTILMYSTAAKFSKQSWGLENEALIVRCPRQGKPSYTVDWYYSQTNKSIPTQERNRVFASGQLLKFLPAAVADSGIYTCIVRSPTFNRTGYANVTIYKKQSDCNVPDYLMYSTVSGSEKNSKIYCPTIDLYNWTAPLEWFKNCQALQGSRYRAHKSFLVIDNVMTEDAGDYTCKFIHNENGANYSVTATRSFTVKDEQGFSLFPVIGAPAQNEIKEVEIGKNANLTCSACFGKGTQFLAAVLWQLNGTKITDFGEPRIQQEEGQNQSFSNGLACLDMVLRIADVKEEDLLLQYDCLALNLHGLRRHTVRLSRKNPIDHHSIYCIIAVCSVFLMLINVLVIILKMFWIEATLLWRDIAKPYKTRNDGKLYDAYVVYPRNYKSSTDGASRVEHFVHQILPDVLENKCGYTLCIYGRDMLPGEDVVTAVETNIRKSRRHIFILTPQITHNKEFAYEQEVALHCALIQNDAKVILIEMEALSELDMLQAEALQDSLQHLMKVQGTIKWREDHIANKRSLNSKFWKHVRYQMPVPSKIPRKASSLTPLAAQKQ
* marks the source's active call; other numbers are inactive results; i = inactive; ? = inconclusive. The list is partial (hit frequency here may not be typical).

smiles	ST2 IL33 inh
COc1ccc2nc(N3CCCC(C(=O)NC4CC4)C3)sc2c1 (stereo unspecified)	i
CC(C)c1noc([C@@H]2C[C@H](NC(=O)NC3CCCCC3)CN2C)n1	i
CS(=O)(=O)N1CCC(C(=O)NCc2cccs2)CC1	i
O=C(c1ccc(F)c(F)c1)N1CCN=C1SCc1ccccc1Cl	i
CC(C)Cc1ccc(C(C)C(N)=O)cc1 (stereo unspecified)	i
COc1cc(NC(=O)CCCn2nc(C)c([N+](=O)[O-])c2C)c(OC)cc1Cl	i
O=C(c1cnc(CN2CCCC2)s1)N1CC(c2cccnc2)C1	?
N#CC1=C2SCN(Cc3ccco3)CN2C(=O)CC1c1ccccc1Cl (stereo unspecified)	i
O=c1c2c(nc(SCc3ccccc3Cl)n1-c1ccccc1)CCS2	?
COCCN(Cc1cnn(C)c1)C(=O)c1ccccc1OC(F)F	i
CCOC(=O)C1(C/C=C/c2ccccc2)CCCN(C(=O)Cn2cncn2)C1 (stereo unspecified)	i
Cc1nc(N[C@@H](CO)Cc2ccccc2)c2cnn(C)c2n1	i
CCCCOC(=O)C1=C(C)Nc2ncnn2C1c1cc(OC)c(OC)cc1OC (stereo unspecified)	i
O=C(Nc1nnc(/C=C/c2ccccc2)s1)c1ccccc1Cl	?
Cc1cc(NS(=O)(=O)c2ccc(F)cc2)no1	i
COC(=O)Cc1[nH]nc2c1C(C(C)C)C(C#N)=C(N)O2 (stereo unspecified)	i
CCOC(=O)c1sc(-c2ccccc2)cc1NC(=O)c1cc2ccccc2oc1=O	i
Cc1nc2ccccc2n1-c1nc(-c2ccco2)cc(C(F)(F)F)n1	?
CC1=NN(C(=O)c2ccccc2)C(O)(c2ccc(Br)cc2)C1 (stereo unspecified)	i
Cc1ccccc1-c1ncc(CN2CCCC(Nc3ccccc3)C2)cn1 (stereo unspecified)	?
Cc1ccc(-c2nc3cnccn3c2Nc2ccc3c(c2)OCCO3)o1	i
COc1ccccc1N1CCN(C2CCCN(Cc3nc4ccccc4n3C)C2)CC1 (stereo unspecified)	i
CCCC(O)=C1C(=O)CC(C)(C)CC1=Nc1ccccc1	i
CC(C)N1CCC[C@H]1c1nc(-c2ccc(-n3ccnc3)nc2)no1	35%*
CC1C(c2ccccc2)NCCC1(O)C#N (stereo unspecified)	i
O=S(=O)(NCCN1CCCCCC1)c1cccc2cccnc12	?
O=C(Cc1ccccn1)NCc1nc(-c2cccc(F)c2)c(-c2ccccn2)[nH]1	i
CC(=NCCCN1CCOCC1)c1c(-c2ccccc2)[nH]n(-c2nc3ccccc3s2)c1=O	i
COc1cc(C2CC(=O)N(Cc3ccccc3)c3ccccc3S2)cc(OC)c1OC (stereo unspecified)	i
Cc1ccc(S(=O)(=O)Nc2ccccc2C(=O)O)cc1	i
NC(=O)c1ccccc1	i
Cc1cc(NC(=O)c2ccc(Br)cc2)nc(C)n1	i
COc1cc(CN2CCCN(C)CC2)cc([N+](=O)[O-])c1O	i
COc1ccc(-c2cc(C(=O)Nc3cnn(Cc4ccc(F)cc4)c3)no2)cc1	i
CC(C)Cc1noc(CN(C)C(=O)c2ncc[nH]2)n1	?
N#CC(=C(\N)Sc1ccccc1N)/C(C#N)=C(/N)Sc1ccccc1N	i
COc1ccc(CCNC(=O)c2ccc3oc(-c4cccc(F)c4)nc3c2)cc1	i
Cn1c(=O)c2c(SCC(=O)c3ccccc3)nc(-c3ccco3)nc2n(C)c1=O	i
O=C(CN1CCN(Cc2cccc(Cl)c2)C1=O)NCc1ccccc1Cl	i
N#Cc1cc2c(nc1SC1CC(=O)N(c3ccccc3)C1=O)CCC2 (stereo unspecified)	i

Given field by field: entries from further up
> Cc1ccc(-c2nc3cnccn3c2Nc2ccc3c(c2)OCCO3)o1
  ST2 IL33 inh: i

> COc1ccccc1N1CCN(C2CCCN(Cc3nc4ccccc4n3C)C2)CC1 (stereo unspecified)
  ST2 IL33 inh: i

> CCCC(O)=C1C(=O)CC(C)(C)CC1=Nc1ccccc1
  ST2 IL33 inh: i

> CC(C)N1CCC[C@H]1c1nc(-c2ccc(-n3ccnc3)nc2)no1
  ST2 IL33 inh: 35%*

More results follow:
smiles	ST2 IL33 inh
Cc1cccn2c(Cc3nn4c(C(C)C)nnc4s3)cnc12	i
COc1ccc(N2C(=O)C(N3C(=O)c4ccc([N+](=O)[O-])cc4C3=O)C2c2ccc(F)cc2)cc1 (stereo unspecified)	i
O=S(=O)(NCCC12CC3CC(CC(C3)C1)C2)c1cc(Cl)ccc1Cl	?
CC(C)c1ccc(S(=O)(=O)N2CCN(c3cc(-c4cccc(F)c4)ncn3)CC2)cc1	i
COCc1cc(C)nc2sc(C(=O)Nc3ccc([N+](=O)[O-])cc3)c(N)c12	i
COc1cc(OC)c(NC(=O)Cc2c(C(=O)O)[nH]c3ccc(Cl)cc23)cc1Cl	i
Cc1cccc(-n2ncc3c(N4CCN(c5ccccc5F)CC4)ncnc32)c1	i
CCOc1ccc(Cl)cc1-c1nc2sc3c(c2c(=O)[nH]1)CCCC3	?
CN(C(=O)COc1cccc(Br)c1)C1CCS(=O)(=O)C1 (stereo unspecified)	i
Cc1cccn2c(=O)c3cc(C#N)c(=N)n(CCOCCO)c3nc12	?
Cc1ccsc1C(=O)N1CCN2C(=O)CNC(=O)C2C1 (stereo unspecified)	i
O=C(N[C@H]1CO[C@H]2[C@@H]1OC[C@@H]2n1cc(-c2ccccn2)nn1)c1ccc(C(F)(F)F)cc1	?
Cc1oc2cc(O)ccc2c(=O)c1-c1nc2ccccc2n1C	i
COc1ccc(/C=C\C(=O)O)c(O[C@@H]2O[C@H](CO)[C@@H](O)[C@H](O)[C@H]2O)c1	i
CC(C)(C)n1nc2c(c1NC(=O)c1ccc(S(=O)(=O)N3CCOCC3)cc1)CS(=O)C2 (stereo unspecified)	i
COc1ccccc1N1C(=O)C2CC=CCC2C1=O (stereo unspecified)	i

Remaining list, next part:
mol | ST2 IL33 inh
COc1ccc(C(=O)N2C[C@@H](O)[C@H](NCc3ncccc3C)C2)cc1 | i
OC(Cc1ccccc1)c1ccccc1 (stereo unspecified) | i
Cc1ccccc1OCCNC(=O)c1ccc2ccccc2n1 | i
Cc1cccc2c(CCNC(=O)CN3C(=O)NC(=O)C3(C)C)c[nH]c12 | i
O=C(c1coc(=O)c2ccccc12)N1CCN(c2ccccc2F)CC1 | i
CCC(=O)Nc1ccc(-c2ccc3c(c2)OCCO3)c(C)n1 | ?
Cc1cccc(NC(=O)CSC2=Nc3ccccc3C3=NC(c4ccccc4)C(=O)N23)c1 (stereo unspecified) | i
C=Cc1ccc(C(=O)N2CC[C@H](O)[C@@H](O)C2)cc1 | ?
Cc1cc(C(=O)N(C)Cc2ccccc2OCC(C)C)c(=O)[nH]c1C | i
Oc1ccccc1CN1CCC(c2[nH]ncc2-c2cccc(C(F)(F)F)c2)CC1 | ?
O=C(COc1ccc(Cl)cc1Cl)Nc1nccs1 | i
CC1(C)CC(=O)C2=C(C1)OC(N)=C(C#N)C2c1ccc(-c2ccccc2Cl)o1 (stereo unspecified) | ?
CC(=O)Oc1ccc(OC(C)=O)c(S(=O)(=O)c2ccc(C)c(C)c2)c1 | i
CCOC(=O)c1c(C)[nH]c(C(=O)CSc2nc(C)nc3c2cnn3-c2ccccc2)c1C | i
Clc1ccccc1CNc1ncnc2sc3c(c12)CCCC3 | i
CCOc1ccc(-n2c(C)c(C(=O)O)c3cc(OC)c4ccccc4c32)cc1 | i
CCn1cc(C(=O)N2CCN(C)CC2)c(=O)c2cc(S(=O)(=O)N(C)C3CCCCC3)ccc21 | i
CCC(C)N=Cc1c(C)[nH]n(-c2ccccc2)c1=O (stereo unspecified) | i
Cc1ccc(C(=O)Nc2nc(-c3ccc(F)cc3F)cs2)o1 | i
O=c1/c(=C/c2ccccn2)sc2n1CN(c1cccc(F)c1)CN=2 | ?
COc1ccc2cc3cc(C(=O)N(C)c4cccc(Cl)c4)oc3nc2c1 | ?
O=C(Nc1cccc(C(F)(F)F)c1)N[C@H]1[C@H](O)[C@@H](Oc2ccccc2)[C@@H]2OC[C@H]1O2 | ?
O=C(c1ccccn1)N1C[C@@H]2OCC(=O)N(CC3CCCCC3)[C@@H]2C1 | ?
COc1cc(NC(=O)N[C@H]2CO[C@H]3[C@@H]2OC[C@@H]3Nc2nccc(C(C)(C)C)n2)cc(OC)c1 | i
CN(C)CCCN1c2ccccc2Sc2ccc(Cl)cc21 | ?
N#Cc1ccc(CN2CC[C@H](c3nnc(-c4ccccc4)o3)C2)cc1 | ?
O=C(COc1ccccn1)c1ccc(Br)cc1 | ?
Cc1ccc(OCc2cc(=O)n3oc(C)cc3n2)c(NC(=O)C(C)C)c1 | i
C=CCNCC(=O)NC12CC3CC(CC(C3)C1)C2 | i
CC(C)CN1C(=O)N(Cc2ccccc2)C2(CCN(CCc3ccccc3)CC2)C1=O | ?
O=C(Nc1ccc(F)c(Cl)c1)c1coc(=O)c2ccccc12 | i
N#Cc1nc(COc2ccccc2F)oc1NCc1ccco1 | ?
COc1ccc2cc(NC(=O)c3ccc(Cl)c([N+](=O)[O-])c3)c(=O)oc2c1 | i
Cc1cc(C)n(Cc2ccc(C(=O)N(C)Cc3snnc3C)cc2)n1 | i
COc1ccc(/C=C2/SC(N3CCN(C)CC3)=NC2=O)cc1OC | i
COc1ncnc2ccc(-c3ccccc3CN3CCOCC3)cc12 | ?
O=[N+]([O-])c1ccccc1S(=O)(=O)Nc1cccc(I)c1 | i
NC(=O)CN1CCCC(N2CCN(c3cccc(C(F)(F)F)c3)CC2)C1 (stereo unspecified) | i
CCS(=O)(=O)N1CC(=O)Nc2ccc(Br)cc2C1c1ccccc1 (stereo unspecified) | ?
O=C(CSC1=NC(=O)C(c2ccccc2)C(=O)N1)Nc1ccccn1 (stereo unspecified) | i
Fc1cccc2sc(N3CCOCC3)nc12 | i
CC(C)OCC1Cn2c(nc3c2c(=O)n(C)c(=O)n3C)O1 (stereo unspecified) | i
CCOCCn1cnc(-c2ccccc2)c1-c1ccc(-c2cncnc2)cc1 | i
CCOc1ccc(-n2c(=O)[nH]cc(C(=O)Nc3ccc4c(c3)OCO4)c2=O)cc1 | i
COC(=O)c1ccc(NC(=O)c2ccc(=O)n(Cc3c(F)cccc3Cl)c2)cc1 | i
COc1cc(Nc2nc3nonc3nc2N2CCCCC2C)c(OC)cc1Cl (stereo unspecified) | i
Cc1cc2c(cc1C)-c1nnc(C(F)(F)F)n1C(C)(C)C2 | ?
Cc1cc(N2CC(C)CC(C)C2)nc2ccc(NC(=O)CCC(=O)N3CCOCC3)cc12 (stereo unspecified) | ?
Cc1cccc(NC(=O)c2ccco2)c1 | i
CC(C)N(Cc1ccccc1)C(=O)c1cnc2n(c1=O)CCS2 | i
CN(C)CCNC(=O)C[C@@H]1O[C@H](CNC(=O)c2ccc(N(C)C)cc2)[C@@H](O)[C@H]1O | i
O=[N+]([O-])c1cccc(-c2noc(COc3ccc(Cl)cc3)n2)c1 | i
O=Cc1cccn1Cc1ccccc1[N+](=O)[O-] | ?
COC(=O)COc1ccc2c(=O)c(-c3ccc4c(c3)OCCO4)coc2c1 | i
CCc1ccc(C2CC(c3ccccc3)n3nc(N)nc3N2)cc1 (stereo unspecified) | i
CCCN(C(=O)Cc1c(C(=O)O)[nH]c2ccc(Cl)cc12)c1ccccc1F | i
CN(C)CCC=C1c2ccccc2C=Cc2ccccc21 | i
N#Cc1cc2c(N)c(C(=O)c3ccccc3)sc2nc1N | ?
O=C(Nc1ccccc1-c1nc2ccccc2s1)c1ccc(S(=O)(=O)N2CCCC2)cc1 | ?
FC(F)(F)C1CN(c2ccc(-c3ccccc3)nn2)CCO1 (stereo unspecified) | 96%*

Filtered by structure: the entries above containing a tert-butyl group
mol | ST2 IL33 inh
CC(C)(C)n1nc2c(c1NC(=O)c1ccc(S(=O)(=O)N3CCOCC3)cc1)CS(=O)C2 (stereo unspecified) | i
COc1cc(NC(=O)N[C@H]2CO[C@H]3[C@@H]2OC[C@@H]3Nc2nccc(C(C)(C)C)n2)cc(OC)c1 | i

Reprinted at random: 4 entries already listed.
mol | ST2 IL33 inh
O=[N+]([O-])c1cccc(-c2noc(COc3ccc(Cl)cc3)n2)c1 | i
CN(C)CCC=C1c2ccccc2C=Cc2ccccc21 | i
Fc1cccc2sc(N3CCOCC3)nc12 | i
FC(F)(F)C1CN(c2ccc(-c3ccccc3)nn2)CCO1 (stereo unspecified) | 96%*

Going on with the list.
mol | ST2 IL33 inh
CCCCNC(=O)CCSc1nc2nc(C)cc(C)n2n1 | i
O=C(NCC1(O)CCCNCC1)c1ccc(=O)[nH]c1 (stereo unspecified) | i
CCN1CCc2c(sc(NC(=O)COc3ccc(Cl)cc3)c2C(=O)OC)C1 | i
COc1ccc(-c2c3c(=O)n(C)c(=O)n(C)c3cn2-c2ccccc2OC)cc1 | i
COc1cccc(-n2cc(CN(C)Cc3cccnc3)cn2)c1 | i
CCSc1nnc(NC(=O)CN2CCC(O)(c3cccnc3)CC2)s1 | i
CCc1ncc(C(=O)N2CCC3(CC2)N=C(c2cccc(C)c2)NC3=O)cn1 | ?
COc1ccc(CCNc2oc(COc3ccccc3C)nc2C#N)cc1 | 38%*
CC1=C(C(=O)OCCOc2ccccc2)C(c2ccc(C)o2)C2=C(CCCC2=O)N1 (stereo unspecified) | i
CCC(=O)N1CCc2cc(Br)cc(S(=O)(=O)N3CCN(c4ccccn4)CC3)c21 | i
O=C(CCn1c(=O)c2sccc2n(CC(=O)NCc2ccco2)c1=O)NCc1ccccc1 | i
COCCn1cc(C(=O)NC(C)C)c2c3ccccc3n(C)c2c1=O | i
COc1ccc2oc(=O)c(-c3nc4sc5c(c4c(=O)[nH]3)CCCC5)cc2c1 | i
CCN(CC)S(=O)(=O)c1ccc(OC)c(NC(=O)c2cc(OC)c(OC)c(OC)c2)c1 | i
Cc1ccc(C)c(CN2CCCN(CC(=O)NC3CCCC3)S2(=O)=O)c1 | i
Cc1cc(C)n(C(=O)COc2ccccc2)n1 | i
